Screening data: PubChem, Southern Research Specialized Biocontainment Screening Center
Dengue-2 NS5 capping – Dengue-2 NS5 methyltransferase inhibitors, primary screen, biochemical, confirmation dose response (AID 588689). Dengue-2 NS5 methyltransferase capping enzyme assay, biochemical; higher % means a stronger effect. one-dose inhibition, % at 25 µM; IC50 in µM for titrated hits. 340,000 compounds, 0.3% hits; in the data active = a potency from the dose series
UTI89 phage lysis – inhibition of K1F phage lysis, E. coli UTI89, bacterial capsule biogenesis inhibitors, alamar blue (AID 488966); E. coli UTI89 K1F phage lysis, alamar blue, 2 h; higher % means a stronger effect; inhibition, % at 100 µM; hits with a dose series show IC50 in µM; 340,000 compounds, 0.02% hits;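 active = phage lysis inhibition, versus mean bacterial control, above a set limit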;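 also: capsule biogenesis inhibitors block K1F phage lysis so surviving cells raise fluorescence; higher fluorescence means more inhibition of phage lysis; actives were called in the ten point dose series up to 300 µM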
Dengue-2 NS5 capping pilot replicate – further read-out of Dengue-2 NS5 capping, marked with its call; inhibition, %; measured here: pilot screen replicate inhibition
An asterisk follows results filed as active; [ ] = another dose, or the depositor's remark. An excerpt. The share of hits here may be higher or lower than overall.

SMILES	Dengue-2 NS5 capping	UTI89 phage lysis	others
Nc1ccc(C(=O)Nc2ccc3c(O)cc(S(=O)(=O)O)cc3c2)cc1	4.3%	1.4%
c1ccc(COC2COC3C(OCc4ccccc4)COC23)cc1 (configuration not stated)	-3.1%	-0.1%
COC(=O)c1ccc2c(c1C(=O)OC)CN(S(=O)(=O)C(C)(C)C)[C@H]2CCO	0.0%	-0.2%	Dengue-2 NS5 capping pilot replicate=-0.3
C[C@H]1CN(S(=O)(=O)C(C)(C)C)[C@H](CCO)/C1=C\c1ccccc1	-6.0%	0.2%	Dengue-2 NS5 capping pilot replicate=0.6
CC(C)C1(C2CCCC2)NC(=O)NC1=O (configuration not stated)	-6.2%	2.5%
Cn1cnc([N+](=O)[O-])c1Sc1nc(N)nc2c1ncn2C1CC(O)C(CO)O1 (configuration not stated)	6.2%	6.2%
CCCCn1c(N)c(N(CCOC)C(=O)c2cc(S(=O)(=O)N3CCOCC3)ccc2Cl)c(=O)[nH]c1=O	0.7%	1.4%[50 µM]
CCOC(=O)C1CN(Cc2ccccc2)C(=O)C1=O (configuration not stated)	11.2%	0.1%
CCC(C)Sc1nnc(NC(=O)c2ccco2)s1 (configuration not stated)	-8.7%	-0.3%
CC(C)(C)CC(C)(C)c1ccc(O)c(Cc2ccc(Cl)cc2Cl)c1	-6.7%	-0.7%
COC(=O)CC(CC(=O)OC)n1cccc1	6.9%	1.4%
CC(=NNc1ccc([N+](=O)[O-])cn1)c1ccc(N)cc1	-7.8%	-0.8%

Sorted by number of heavy atoms (smallest number first): some entries from above
SMILES	Dengue-2 NS5 capping	UTI89 phage lysis	others
CC(C)C1(C2CCCC2)NC(=O)NC1=O (configuration not stated)	-6.2%	2.5%
COC(=O)CC(CC(=O)OC)n1cccc1	6.9%	1.4%
CCOC(=O)C1CN(Cc2ccccc2)C(=O)C1=O (configuration not stated)	11.2%	0.1%
CC(=NNc1ccc([N+](=O)[O-])cn1)c1ccc(N)cc1	-7.8%	-0.8%
CC(C)(C)CC(C)(C)c1ccc(O)c(Cc2ccc(Cl)cc2Cl)c1	-6.7%	-0.7%
COC(=O)c1ccc2c(c1C(=O)OC)CN(S(=O)(=O)C(C)(C)C)[C@H]2CCO	0.0%	-0.2%	Dengue-2 NS5 capping pilot replicate=-0.3
Cn1cnc([N+](=O)[O-])c1Sc1nc(N)nc2c1ncn2C1CC(O)C(CO)O1 (configuration not stated)	6.2%	6.2%

Continuation.
SMILES	Dengue-2 NS5 capping	UTI89 phage lysis	others
O=C1CCCCC1Nc1ccc([N+](=O)[O-])cc1 (configuration not stated)	12.0%	7.4%
CC(=O)N(C(C)=O)c1ncn(C)c1S(=O)(=O)Nc1ccccc1	7.0%	-1.8%
c1ccc(CCNCc2ccco2)nc1	-3.1%	0.5%
COCCCn1c(=N)c(C(=O)NCc2ccc3c(c2)OCO3)cc2c(=O)n3cccc(C)c3nc21	3.1%	0.0%
COC1OC2COC(c3ccccc3)OC2C(O)C1NC(=O)c1ccccc1 (configuration not stated)	-4.2%	1.7%
O=[N+]([O-])c1cccc(C=NNc2ccccc2)c1	5.6%	1.5%
CCN1CCN(c2ccc(S(=O)(=O)N3CCOCC3)cc2NC(=O)c2ccc(OCC(C)C)cc2)CC1	3.7%	1.1%[50 µM]
Cc1c(N(C)S(=O)(=O)c2ccc(Cl)c(C(=O)NCC(C)(C)N3CCOCC3)c2)c(=O)n(-c2ccccc2)n1C	4.5%	0.5%[50 µM]
C[C@H](O)[C@@H]1C(=O)N2CCc3ccc(N4CCOCC4)cc3[C@@H]2C[C@@H]1N(C)C(=O)C(C)(C)C	3.3%	0.0%	Dengue-2 NS5 capping pilot replicate=-0.3
CN(CC(=O)Nc1ccccc1Cl)C(=O)c1cc2c(s1)CCCCC2	-4.4%	0.5%[50 µM]
CC(C)(C)OC(=O)N1CCCC(C(=O)Nc2cccc(C(=O)N3CCOCC3)c2)C1 (configuration not stated)	0.7%	0.2%
CC(=NNC(=S)N1CCN(c2ccccn2)CC1)c1nccs1	0.8%	0.2%

2 entries drawn at random from those above, as already listed:
SMILES	Dengue-2 NS5 capping	UTI89 phage lysis	others
CC(C)(C)OC(=O)N1CCCC(C(=O)Nc2cccc(C(=O)N3CCOCC3)c2)C1 (configuration not stated)	0.7%	0.2%
CN(CC(=O)Nc1ccccc1Cl)C(=O)c1cc2c(s1)CCCCC2	-4.4%	0.5%[50 µM]

Next records.
SMILES	Dengue-2 NS5 capping	UTI89 phage lysis	others
CC(C)C[C@H]1CNC(=O)C(=O)N1CC1CCN(CCc2ccc(-c3ccccc3)cc2)CC1	-0.7%	0.3%	Dengue-2 NS5 capping pilot replicate=0.0
O=S(=O)(Nc1ccc2ccccc2c1)N1CCCCC1	-2.3%	-1.7%
O=C(NCc1ccccc1)c1ccc(NC(=O)C2CCCCC2)cc1	0.7%	0.1%	Dengue-2 NS5 capping pilot replicate=-2.8
CC(C)n1c(=O)[nH]c(=O)n1C(C)C	3.2%	1.1%
Cc1c(C(=O)OCC(O)=C(C#N)c2nc3ccccc3[nH]2)oc2ccc(Br)cc12	-11.3%	0.0%
Cc1ccc(S(=O)(=O)Nc2c(C)n(C)n(-c3ccccc3)c2=O)cc1C(=O)NCc1ccco1	-9.9%	-0.1%[50 µM]
CC(C)CN(C(=O)Cn1c(C(F)(F)F)nc2ccccc21)c1c(N)n(Cc2ccccc2)c(=O)[nH]c1=O	1.5%	1.2%[50 µM]
O=C(O)c1ccc(NN=CC2=C(N3CCOCC3)/C(=C/c3ccccc3)CC2)cc1	-21.0%	-3.1%
O=C(O)/C=C(/c1ccccc1)C(F)(F)F	4.0%	0.2%
CCOc1ccccc1C=NN=Cc1ccccc1O	2.3%	1.2%
Cc1ccc(S(=O)(=O)NCCC(=O)NCCc2ccccc2)cc1	-0.7%	0.8%[50 µM]
O=c1cc(-c2ccccc2)ss1	-5.8%	-1.9%
CCOC(=O)C1=C(COC(=O)c2ccc(Cl)c(S(=O)(=O)N3CCOCC3)c2)NC(=O)NC1C (configuration not stated)	5.8%	0.3%
O=C(NC1(C(=O)O)CCCC1)C(Cl)Cl	-2.4%	1.2%
COc1ccc(N=Cc2ccc(N(CCC#N)CCC#N)cc2)cc1	-3.5%	2.4%
CC(C)=CCNc1ncnc2c1c(C#N)cn2C1OC(CO)C(O)C1O (configuration not stated)	-6.5%	3.2%
CN(Cc1ccccc1)S(=O)(=O)c1ccc(Cl)c(C(=O)NCCCN2CCCC2=O)c1	-7.9%	0.9%[50 µM]
Cn1c2c(sc1=O)CCC2	6.4%	1.1%
COc1ccc2c(c1)CCCC(Br)C2=O (configuration not stated)	26.6%	-0.5%
CCCCCCCCNS(=O)(=O)CCNCc1ccc(OC)cc1	-3.3%	0.0%
O=C(O)CC1(CC(=O)Nc2nccs2)CCCCC1	-1.2%	0.9%
CN1CCc2c(sc3c2c(=O)n(-c2ccccc2)c2nnc(SCc4ccc(F)cc4)n32)C1	-15.5%	0.5%
Cc1cccc(NC(=O)CSCC(=O)N(C)Cc2ccc3c(c2)OCCO3)c1	-8.0%	1.3%[50 µM]
CC(=O)Oc1ccc(C23c4ccccc4C2(OC(C)=O)c2cc(OC(C)=O)ccc23)cc1 (configuration not stated)	-7.0%	4.7%
O=S(=O)(CS(=O)(=O)Oc1ccccc1)Oc1ccccc1	1.6%	-0.8%
CC(=O)Nc1ccc2c(O)cc(S(=O)(=O)O)cc2c1	-7.7%	1.2%
COc1ccc(C(CNC(=O)c2cccc(S(=O)(=O)Nc3ccc(F)cc3)c2)N2CCCC2)cc1 (configuration not stated)	-13.1%	1.5%[50 µM]
COc1ccc(CCC2(C)OCC(CCCCO)O2)cc1 (configuration not stated)	-4.7%	-1.2%
O=c1ccn([C@@H]2O[C@H](CNS(=O)(=O)c3csc(-c4ccno4)c3)[C@@H](O)[C@H]2O)c(=O)[nH]1	-4.6%	0.1%
Cc1c(NS(=O)(=O)c2cccc(C(=O)Nc3ccc(SC(F)F)cc3)c2)c(=O)n(-c2ccccc2)n1C	-5.9%	0.2%[50 µM]
COc1cccc(CNc2nc3ccc(NC(C)=O)cc3s2)c1	-11.9%	1.1%
CC(C)C[C@H]1CNC(=S)N1CC1CCN(CC2CCCC2)CC1	0.0%	0.5%	Dengue-2 NS5 capping pilot replicate=-1.2
O=C(CN1CCN(Cc2cccc(C(F)(F)F)c2)CC1)NCC(=O)Nc1ccc(F)c(F)c1F	-10.7%	0.8%[50 µM]
CCOC(=O)c1c2c(n(Cc3ccccc3)c1C)C(=O)C(=O)c1ccccc1-2	25.5%	9.8%
O=C(O)C(c1ccccc1)C1(O)CCC1 (configuration not stated)	6.2%	-3.6%
Cc1nc(N)[nH]c(=O)c1CCCNc1ccc(CCCCC2(CCl)OCCO2)cc1	-3.1%	-3.3%
O=C(O)c1ccccc1NC(c1ccccc1)c1ccc2cccnc2c1O (configuration not stated)	26.6%	-0.3%
CN1C(C)(C)CC(=NO)CC1(C)C	-1.5%	2.5%
O=C(NCC1CCCCC1)NCC1CCCCC1	9.4%	-0.2%
CCOc1nc(-c2ccccc2)ccc1-c1noc(-c2ccc(OC)c(OC)c2)n1	-2.6%	0.3%
CCN1CCN(S(=O)(=O)c2ccc(Cl)c(C(=O)N(CC(C)C)C3CCS(=O)(=O)C3)c2)CC1 (configuration not stated)	-2.2%	0.6%[50 µM]
O=Cc1c[nH]c2ccc(NC(=O)OCc3ccccc3)cc12	-3.1%	-2.7%
Nc1c(N(CCO)C(=O)c2ccccc2OCc2ccccc2Cl)c(=O)[nH]c(=O)n1Cc1ccccc1	-11.3%	0.0%[50 µM]
O=C(NC(=O)c1c(F)cccc1F)Nc1cccc(Oc2ncc(Cl)cn2)c1	-7.3%	0.6%
Cc1c(-c2ccccc2)c(-c2ccc(OCCN(C)C)cc2)n2ccccc12	-9.3%	-10.8%
O=C1NC(c2cccc3ccccc23)Nc2ccc(Cl)cc21 (configuration not stated)	-1.5%	-2.8%
O=C(O)c1ccc(S(=O)(=O)c2ccccc2)s1	-6.4%	1.3%
CCOc1ccc(NS(=O)(=O)c2cccc(C(=O)N3CCN(C/C=C/c4ccccc4)CC3)c2)cc1	4.8%	-0.1%[50 µM]
O=c1[nH]c(=S)[nH]cc1Oc1ccc(Br)cc1Br	6.6%	-5.3%
N#CC(c1ccc([N+](=O)[O-])cc1)C(CC(=O)c1ccccc1)c1ccccc1 (configuration not stated)	11.6%	0.4%
CCN(CC)CC(=O)NC1CCCc2c1cnn2-c1cc(F)cc(F)c1 (configuration not stated)	-4.8%	1.4%
O=C(CN1CCN(C(=O)c2ccccc2Cl)CC1)Nc1cccc(S(=O)(=O)N2CCCC2)c1	0.0%	0.3%[50 µM]
Cc1cc(C)c2c(c1C)C(=O)CCC2	-10.1%	0.7%
CC(C)(C)CC(C)(C)N=C1Nc2ccccc2NC12C[C@H]1CCC(=O)N3CC[C@@H](C2)[C@@H]13 (some centres not stated)	-15.1%	-0.8%
c1ccc(-c2nn(-c3ccccc3)[n+](-c3ccccc3)n2)cc1	0.8%	1.1%
C/C(Nc1ccc(Cl)cc1)=C1/CCOC1=O	4.0%	2.3%
Cc1ccc(CSCC(=O)Nc2cc(S(=O)(=O)N3CCOCC3)ccc2OCC(F)(F)F)cc1	0.7%	-0.1%[50 µM]
Cn1cc(C(=O)C(=O)N2CCCCC2)c2ccccc21	-1.4%	-0.6%
CC(=O)OC(C)C1C2=C(C(=O)CC1(C)O)C(=O)c1c(ccc(-c3ccc4c(c3O)C(=O)C3=C(C4=O)C(C(C)OC(C)=O)C(C)(O)CC3=O)c1O)C2=O (configuration not stated)	22.4%	6.9%
COC(=O)c1ccc(N2CCOCC2)c(NC(=O)c2cc3ccccc3o2)c1	1.4%	-0.3%
Going on with the list:
SMILES	Dengue-2 NS5 capping	UTI89 phage lysis	others
CC12CCC(=O)C=C1CCC1C2C(O)CC2(C)C1CCC2(O)C(=O)COC(=O)COCC(=O)O (configuration not stated)	4.8%	0.7%
CC(=O)Oc1ccc2ccc3ccc(C(C)=O)cc3c2c1	-4.0%	-0.6%
CCOC(=O)C(=O)Cc1cccnn1	11.6%	0.7%
O=c1oc2ccccc2c(O)c1Sc1c(O)c2ccccc2oc1=O	0.0%	-3.2%
CON=C(C(=O)NC1C(=O)N2C(C(=O)O)=C(CSc3nc(=O)c(=O)[nH]n3C)CSC12)c1csc(N)n1 (configuration not stated)	-5.1%	-5.5%
O=c1ccn([C@@H]2O[C@H](CNS(=O)(=O)C3CC3)[C@@H](O)[C@H]2O)c(=O)[nH]1	-5.2%	-0.4%
O=C(Nc1cccc(Br)c1)C1CC(=O)N(C2CCCC2)C1 (configuration not stated)	-2.9%	-0.1%
COc1cc(N)c2ncsc2c1	16.1%	3.7%
Oc1ccccc1C=NN=CC=Cc1ccccc1	6.2%	3.1%
COc1ccc(C=C(NC(=O)c2ccccc2)C(=O)O)cc1OC	-6.2%	1.3%
COc1ccc(C=NNC(=O)CCCC(=O)NN=Cc2ccc(OC)c(O)c2)cc1O	-4.0%	-1.6%
CC(=O)NC(Cc1c[nH]c2ccccc12)C(=O)OCC(=O)N1CCN(S(=O)(=O)c2ccc(Cl)cc2)CC1 (configuration not stated)	3.0%	0.5%[50 µM]
CC(=NNC(=O)c1ccncc1)c1cc(Cl)ccc1Cl	3.9%	1.4%
COc1ccc2c(c1)C(=O)C1NC(=O)NC(=O)C1(Br)N2 (configuration not stated)	0.8%	-2.0%
CC(C)(C)c1nnc2sc(SCC(O)=C(C#N)c3nc4ccccc4[nH]3)nn2c1=O	-7.2%	-0.4%
